Bioassay records from PubChem BioAssay.
HEK293 NOD2/NF-kB: NOD2 signaling inhibitors, cell-based, luminescence, uHTS, HEK293 (AID 1566); HEK293 NOD2/NF-kB luciferase reporter, luminescence; higher % means a stronger effect; inhibition, % at 4 µM, or EC50 in µM where a hit was titrated; actives 0.63% (n = 290,000); also: many of its hits are not listed in these tables
PMI inhibitors: inhibitors of human PMI, primary screen, biochemical, fluorescence intensity, coupled assay (AID 1209); Mannose-6-phosphate isomerase (Homo sapiens); purified PMI enzyme, coupled fluorescence intensity; higher % means a stronger effect; inhibition, % at 20 µM, or IC50 in µM where a hit was titrated; actives 0.42% (n = 190,000);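 also: plate controls were DMSO vehicle for no effect and wells lacking substrate for full effect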
NOD1 inhibition: NOD1 signaling inhibitors, primary screen, cell-based, luminescence, uHTS (AID 1578); NOD1-driven NF-kB luciferase reporter cells, luminescence; higher % means a stronger effect; inhibition, % at 4 µM; hits with a dose series show EC50 in µM; actives 1% (n = 290,000); in the data active = inhibition mostly above about 36%, no sharp cut-off; inactive = mostly below about 34%;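 also: HEK-293T reporter cells stimulated with the NOD1 agonist gamma-tri-DAP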
KOR beta-arrestin-1: KOR antagonists, beta-arrestin recruitment, cell-based, luminescence, uHTS (AID 1778); actives 0.091% (n = 290,000); one-dose inhibition, % at 10 µM; IC50 in µM for titrated hits; KOR beta-arrestin recruitment, luminescence, antagonist mode; higher % means a stronger effect; Kappa-type opioid receptor (Homo sapiens); also: strong numbers were not always called active
LYP phosphatase: inhibitors of LYP phosphatase, biochemical, fluorescence intensity, uHTS (AID 1779) | one-dose inhibition, % at 11.5 µM; IC50 in µM for titrated hits | actives 0.054% (n = 290,000) | recombinant LYP phosphatase, fluorescence intensity; higher % means a stronger effect | Tyrosine-protein phosphatase non-receptor type 22 (Homo sapiens);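 also: plate controls were vehicle with enzyme for no effect and no enzyme for full effect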
XIAP displacement: XIAP antagonists, biochemical, IAP family, fluorescence polarization (AID 1018) | E3 ubiquitin-protein ligase XIAP (Homo sapiens) | XIAP BIR domain, fluorescence polarization peptide displacement; higher % means a stronger effect | one-dose displacement, % at 20 µM; IC50 in µM for titrated hits | actives 0.007% (n = 200,000); in the data active = displacement above about 50%; also: a part of the inactive calls stands beside numbers as strong as those of hits
TNAP activators: human TNAP enzyme activators, primary screen, biochemical, luminescent, no phosphate acceptor, uHTS (AID 1001). Alkaline phosphatase, tissue-nonspecific isozyme (Homo sapiens). activation fold at 20 µM, or EC50 in µM where a hit was titrated. actives 0.03% (n = 200,000). purified TNAP, luminescent activation assay, no phosphate acceptor; higher activation fold means a stronger effect; in the data active = activation fold from about 3, or a potency from the dose series; inactive = the rest, 99 in 100 with activation fold below about 1.6; also: many of its hits are not listed in these tables
KOR beta-arrestin-2: KOR agonists, beta-arrestin recruitment, primary screen, cell-based, luminescence, uHTS (AID 1777); Kappa-type opioid receptor (Homo sapiens); KOR beta-arrestin recruitment, luminescence; higher % means a stronger effect; activation, % at 10 µM, or EC50 in µM where a hit was titrated; actives 0.02% (n = 280,000); in the data active = activation above about 50%, passing the limit was not always enough; also: a part of the inactive calls stands beside numbers as strong as those of hits
human PMI inhibitors: human PMI inhibitors, high substrate, primary screen, biochemical, fluorescence intensity, high mannose 6-phosphate (AID 1220); actives 0.66% (n = 190,000); recombinant PMI enzyme, coupled fluorescence intensity; higher % means a stronger effect; one-dose inhibition, % at 20 µM; IC50 in µM for titrated hits
Active calls of the source: *; . = no result given; [ ] = dose if it differs, or a comment. Rule as the data show it, unless noted: active = inhibition above about 50%; inactive = the rest. Some of the compounds tested, so the mix of outcomes need not match the whole.

#	Structure	HEK293 NOD2/NF-kB	PMI inhibitors	NOD1 inhibition	KOR beta-arrestin-1	LYP phosphatase
1	Cc1cc2ncn(C3CC(=O)N(Cc4ccc(N5CCCC5=O)cc4)C3=O)c2cc1C (configuration not stated)	9%	10%	-13%	.	-5%
2	Cc1ccc(-c2nc(N)sc2C)cc1	-7%	-11%	-31%	6%	2%
3	COc1cccc(C(=O)NC(=S)N2c3ccccc3CC2C)c1OC (configuration not stated)	2%	.	-26%	-18%	-8%
4	O=C(COC(=O)c1cccc(S(=O)(=O)NCc2ccccc2)c1)NCC1CCCO1 (configuration not stated)	2%	4%	-43%	-2%	-6%
5	CCc1cccc2c1NC1(CCCC1)CC2C (configuration not stated)	-12%	.	12%	8%	0%
6	COc1ccc(-c2coc3cc(OC(=O)N4CCOCC4)ccc3c2=O)cc1	-11%	.	-3%	3%	-4%
7	COc1cc(CC(=O)NCCCc2ccccc2)cc(OC)c1OC	9%	.	-12%	-56%	-9%
8	COc1ccc(N2C(=O)CSC2c2ccc(F)cc2)cc1 (configuration not stated)	-24%	.	-4%	-15%	-7%

#	XIAP displacement	TNAP activators	KOR beta-arrestin-2	human PMI inhibitors
1	-5.1%	1	.	10%
2	-4.6%	1	-6.0%	-10%
3	.	.	-6.0%	.
4	-4.1%	1.1	-0.3%	2%
5	.	.	9.8%	.
6	.	.	1.4%	.
7	.	.	-3.9%	.
8	.	.	5.6%	.

One compound at a time, from the list above. Screens in order: HEK293 NOD2/NF-kB	PMI inhibitors	NOD1 inhibition	KOR beta-arrestin-1	LYP phosphatase	XIAP displacement	TNAP activators	KOR beta-arrestin-2	human PMI inhibitors
`Cc1cc2ncn(C3CC(=O)N(Cc4ccc(N5CCCC5=O)cc4)C3=O)c2cc1C` (configuration not stated) across the screens: 9%	10%	-13%	.	-5%	-5.1%	1	.	10%
`O=C(COC(=O)c1cccc(S(=O)(=O)NCc2ccccc2)c1)NCC1CCCO1` (configuration not stated) across the screens: 2%	4%	-43%	-2%	-6%	-4.1%	1.1	-0.3%	2%
`CCc1cccc2c1NC1(CCCC1)CC2C` (configuration not stated) across the screens: -12%	.	12%	8%	0%	.	.	9.8%	.

(cont.)
#	Structure	HEK293 NOD2/NF-kB	PMI inhibitors	NOD1 inhibition	KOR beta-arrestin-1	LYP phosphatase
9	Clc1ccccc1-c1ncc(-c2ccccc2)o1	-71%	.	-56%	18%[20 µM]	-6%
10	Cc1[nH]c2c(C(=O)N3CCCC(CCC(=O)NCc4ccccc4F)C3)cccc2c1C (configuration not stated)	-29%	2%	-47%	-101%[20 µM]	-3%
11	C/C=C/c1ccc(OCCCCNCc2ccco2)c(OC)c1	-2%	8%	-45%	-19%	-2%
12	Nc1nonc1/C(=N/O)N1CCCC1	4%	8%	1%	-9%	-7%
13	Cc1cnc(CNC(=O)c2ccc3oc(C(C)C)nc3c2)[nH]1	12%	.	-26%	3%	-6%
14	COc1ccc(OCCCSc2ncccn2)cc1	-64%	3%	-46%	24%	-9%
15	C=CCN1C2CCCC1CC(NC(=S)Nc1ccc(Cl)cc1)C2 (configuration not stated)	20%	-1%	-30%	-28%[20 µM]	-4%
16	CCOC(=O)N1CCC(NC(=O)c2ccc3c(c2)N(Cc2ccc(C)cc2)CCS3)CC1	14%	29%	-3%	-16%	2%

#	XIAP displacement	TNAP activators	KOR beta-arrestin-2	human PMI inhibitors
9	.	.	-7.1%	.
10	-3.1%	1.1	.	1%
11	-2.2%	1.1	-0.7%	11%
12	-7.9%	1.1	1.6%	4%
13	.	.	-0.2%	.
14	-1.7%	1.1	0.2%	0%
15	1.6%	1.1	-5.5%	-1%
16	-4.8%	2.5	-1.4%	25%

#	Structure	HEK293 NOD2/NF-kB	PMI inhibitors	NOD1 inhibition	KOR beta-arrestin-1	LYP phosphatase
17	CCOC(=O)CNC(=O)C1CCCN(c2ncccn2)C1 (configuration not stated)	-3%	5%	-14%	-19%	-4%
18	CC(Sc1ccc([N+](=O)[O-])cn1)C(=O)Nc1nccs1 (configuration not stated)	9%	.	-24%	-21%	2%
19	N#Cc1nc(-c2ccc(Cl)cc2)oc1N1CCCCC1	-42%	-2%	3%	-38%	-18%
20	CC1=C(C)C(=O)C(N2CCOCC2)=CC1=O	13%	0%	-11%	-13%	-7%
21	CCCCN(C)C1CCN(C(=S)Nc2cccc(SC)c2)CC1	1%	-5%	-3%	26%	-3%
22	CN(C)CCNC(=O)C(=O)NCC1OCCN1S(=O)(=O)c1cc(F)ccc1F (configuration not stated)	-4%	.	-20%	-22%	-14%
23	Cc1cc([N+](=O)[O-])nn1CC(=O)Nc1ccccn1	12%	0%	-6%	0%	-8%
24	COc1ccc2ccccc2c1CNC(=O)CC1C(=O)NCCN1CC(C)C (configuration not stated)	-13%	23%	-37%	-12%	3%

#	XIAP displacement	TNAP activators	KOR beta-arrestin-2	human PMI inhibitors
17	-1.1%	1.1	2.6%	4%
18	.	.	-0.3%	.
19	-7.4%	1.1	5.0%	-8%
20	3.5%	1	-3.5%	-18%
21	-5.6%	0.9	-3.4%	0%
22	.	.	4.9%	.
23	-20%	1.1	-1.1%	7%
24	-8.6%	1.1	-2.3%	42%

#	Structure	HEK293 NOD2/NF-kB	PMI inhibitors	NOD1 inhibition	KOR beta-arrestin-1	LYP phosphatase
25	Cc1cc(C)c(S(=O)(=O)Nn2cnnc2)c(C)c1	-4%	0%	-24%	4%	-6%
26	O=C(Nc1ccccc1C(F)(F)F)c1ccc(F)c(S(=O)(=O)N2CCOCC2)c1	8%	-4%	-4%	1%	0%
27	COC(=O)c1ccc(-n2c(CCC(=O)O)ccc2-c2ccc(C)cc2)cc1	29%	.	1%	-7%	-4%
28	O=C(NC1CC1)C1CC(=O)N(c2ccc(F)cc2)C1 (configuration not stated)	-10%	.	-6%	0%	-8%
29	CC(SC(=S)N1CCOCC1)C(=O)O (configuration not stated)	18%	3%	-1%	9%	-5%
30	O=C(c1cccc(Cl)c1)N1CCN(C(=O)c2ccccc2F)CC1	14%	5%	-18%	-8%	-7%
31	CN1C(=O)C2(NCCc3c2[nH]c2ccccc32)c2ccccc21 (configuration not stated)	-12%	-6%	15%	-51%	-3%
32	Cc1ccc(O)c(C(CC(=O)N2CCCC2)c2ccccc2)c1 (configuration not stated)	1%	0%	-15%	-24%	0%

#	XIAP displacement	TNAP activators	KOR beta-arrestin-2	human PMI inhibitors
25	-3.9%	1.1	-6.2%	-8%
26	-5.6%	1.1	2.7%	-3%
27	.	.	-0.7%	.
28	.	.	-4.5%	.
29	-4.9%	1.1	-7.4%	-9%
30	-4.1%	1.1	2.6%	7%
31	-8.6%	1	4.6%	-12%
32	-3.3%	1	13%	5%

Rewritten with tabs: part of the list above
cpd	Molecule	HEK293 NOD2/NF-kB	PMI inhibitors	NOD1 inhibition	KOR beta-arrestin-1	LYP phosphatase	XIAP displacement	TNAP activators	KOR beta-arrestin-2	human PMI inhibitors
27	COC(=O)c1ccc(-n2c(CCC(=O)O)ccc2-c2ccc(C)cc2)cc1	29%	.	1%	-7%	-4%	.	.	-0.7%	.
28	O=C(NC1CC1)C1CC(=O)N(c2ccc(F)cc2)C1 (configuration not stated)	-10%	.	-6%	0%	-8%	.	.	-4.5%	.
29	CC(SC(=S)N1CCOCC1)C(=O)O (configuration not stated)	18%	3%	-1%	9%	-5%	-4.9%	1.1	-7.4%	-9%
30	O=C(c1cccc(Cl)c1)N1CCN(C(=O)c2ccccc2F)CC1	14%	5%	-18%	-8%	-7%	-4.1%	1.1	2.6%	7%
31	CN1C(=O)C2(NCCc3c2[nH]c2ccccc32)c2ccccc21 (configuration not stated)	-12%	-6%	15%	-51%	-3%	-8.6%	1	4.6%	-12%
32	Cc1ccc(O)c(C(CC(=O)N2CCCC2)c2ccccc2)c1 (configuration not stated)	1%	0%	-15%	-24%	0%	-3.3%	1	13%	5%

(listing goes on)
#	Structure	HEK293 NOD2/NF-kB	PMI inhibitors	NOD1 inhibition	KOR beta-arrestin-1	LYP phosphatase
33	Cc1ccc(NC(=O)N2CCc3ccccc3C2)cc1C	-48%	.	-68%	-8%	-6%
34	CCOC(=O)N1CCN(C(=O)c2ccc(NC(=O)c3ccc(C)cc3)cc2)CC1	-2%	5%	-9%	-10%	-5%
35	C[C@H](NC(=O)c1nc[nH]c1C(=O)N1CCc2ccccc2C1)C(=O)OCc1ccccc1	7%	.	-9%	18%	-4%
36	CC1CN=C(N(C(=O)Nc2ccccc2)C(C)c2ccccc2)S1 (configuration not stated)	9%	.	3%	-5%	-6%
37	CC(=O)N1c2ccc(S(=O)(=O)N(C)c3cc(C)ccc3C)cc2CC1C (configuration not stated)	22%	.	-3%	16%	-7%
38	CCc1ccc(NC(=O)COC(=O)/C=C/c2c(C)nn(C3CCS(=O)(=O)C3)c2Cl)cc1 (configuration not stated)	12%	-1%	13%	-13%	-3%
39	Cc1cc(C)c2c(=O)cc(C(F)F)oc2c1	16%	-3%	8%	18%	-11%
40	COc1ccc(C2c3ccc(O)cc3Oc3ncn(Cc4ccco4)c(=N)c32)cc1OC (configuration not stated)	1%	.	-2%	17%	-6%

#	XIAP displacement	TNAP activators	KOR beta-arrestin-2	human PMI inhibitors
33	.	.	0.9%	.
34	-3.7%	1	-4.3%	2%
35	.	.	7.9%	.
36	.	.	4.0%	.
37	.	.	2.5%	.
38	-8.5%	1.1	-1.9%	1%
39	-3.2%	1	1.2%	8%
40	.	.	8.8%	.

#	Structure	HEK293 NOD2/NF-kB	PMI inhibitors	NOD1 inhibition	KOR beta-arrestin-1	LYP phosphatase
41	CN1CCN(c2ccccc2NC(=O)Cc2ccc(Cl)cc2)CC1	4%	-1%	2%	-15%	-9%
42	O=C(CSCc1c(F)cccc1Cl)NCc1ccncc1	5%	0%	-29%	-42%[20 µM]	-5%
43	Cc1cccc(-n2c(SCC(=O)N3CC(=O)Nc4ccccc43)nc3ccccc3c2=O)c1C	-14%	16%	-23%	0%	12%
44	CCOC(=O)N/N=C/c1cn(CCCOc2ccccc2)c2ccccc12	-7%	-18%	80%*	0%	-6%
45	O=C(O)c1sccc1S(=O)(=O)c1ccccc1	14%	-8%	9%	-1%	-9%
46	O=c1[nH]c2ccccc2c(=O)n1Cc1ccccc1	14%	8%	-7%	-16%	-6%
47	Cc1ccc(SCCC(=O)N/N=C/c2ccncc2)cc1	-2%	-2%	-19%	-8%	-1%
48	NNC(=O)COc1ccc(-c2n[nH]c(C(F)(F)F)c2-c2ccc(Br)cc2)c(O)c1	17%	-16%	5%	-34%	1%

#	XIAP displacement	TNAP activators	KOR beta-arrestin-2	human PMI inhibitors
41	-7.1%	1.1	-3.8%	-6%
42	3.1%	1.1	-4.2%	6%
43	-2.9%	1.1	-2.2%	13%
44	-5.6%	1	13%	-8%
45	4.0%	1.1	0.0%	-13%
46	-6.3%	1.1	3.0%	1%
47	-4.3%	1.1	-5.8%	1%
48	-0.5%	1.9	8.6%	-22%
